# CRFBP-R2 agonist: CRF-BP/CRF-R2 complex agonism; activation, % at 13.2 µM; AID 588473; actives 0.46% (n = 350,000); HEK293 CRF-R2/CRF-BP, calcium dye fluorescence (FLIPR); percent of saturating CRF peptide response;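 active = activation of at least 50%, plus an integration ratio under a set limit after plate pattern correction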;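 note: plate controls were neutral control wells without compound for no effect and CRF at EC100 for full effect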
# CHRM4 agonist: agonists of human muscarinic M4 receptor (CHRM4); CHO-K1 hM4/Gqi5, Fluo-8 calcium fluorescence; vehicle 0%, full acetylcholine response 100%; activation, % at 3 µM; actives 0.14% (n = 360,000); P08173;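 active = activation above the run mean over all test wells plus 3 SD, cut at about 32% in these data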;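 note: peak over basal fluorescence ratio per well then scaled between controls; 0% = DMSO wells and 100% = acetylcholine at EC100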
# M4 antag: CHRM4 antagonism in calcium assay. P08173. CHO-hM4 cells, ACh EC80, Fluo-8 calcium fluorescence. inhibition, % at 3 µM. actives 0.73% (n = 360,000). AID 624125;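 active = inhibition above its plate's cutoff, the mean inhibition of sample wells plus 3 SD, cut at about 27% in these data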;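 note: 0% = acetylcholine EC80 with DMSO and 100% = DMSO without agonist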
# IDE cell inh: inhibits human insulin-degrading enzyme in HEK cells; actives 0.41% (n = 320,000); inhibition, % at 5.59 µM; P14735; FAbetaB cleavage, fluorescence polarization; AID 434962;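 active = percent inhibition above the average of all tested compounds plus 3 SD, set per screening campaign, cut at about 16% in these data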;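 note: IDE supplied by intact live HEK cells; FP after avidin binding of uncleaved biotin substrate so inhibition keeps polarization high; 0% = DMSO wells and 100% = 60 µM reference IDE inhibitor Ii1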
# Target sequence (P14735 whole entry, looked up): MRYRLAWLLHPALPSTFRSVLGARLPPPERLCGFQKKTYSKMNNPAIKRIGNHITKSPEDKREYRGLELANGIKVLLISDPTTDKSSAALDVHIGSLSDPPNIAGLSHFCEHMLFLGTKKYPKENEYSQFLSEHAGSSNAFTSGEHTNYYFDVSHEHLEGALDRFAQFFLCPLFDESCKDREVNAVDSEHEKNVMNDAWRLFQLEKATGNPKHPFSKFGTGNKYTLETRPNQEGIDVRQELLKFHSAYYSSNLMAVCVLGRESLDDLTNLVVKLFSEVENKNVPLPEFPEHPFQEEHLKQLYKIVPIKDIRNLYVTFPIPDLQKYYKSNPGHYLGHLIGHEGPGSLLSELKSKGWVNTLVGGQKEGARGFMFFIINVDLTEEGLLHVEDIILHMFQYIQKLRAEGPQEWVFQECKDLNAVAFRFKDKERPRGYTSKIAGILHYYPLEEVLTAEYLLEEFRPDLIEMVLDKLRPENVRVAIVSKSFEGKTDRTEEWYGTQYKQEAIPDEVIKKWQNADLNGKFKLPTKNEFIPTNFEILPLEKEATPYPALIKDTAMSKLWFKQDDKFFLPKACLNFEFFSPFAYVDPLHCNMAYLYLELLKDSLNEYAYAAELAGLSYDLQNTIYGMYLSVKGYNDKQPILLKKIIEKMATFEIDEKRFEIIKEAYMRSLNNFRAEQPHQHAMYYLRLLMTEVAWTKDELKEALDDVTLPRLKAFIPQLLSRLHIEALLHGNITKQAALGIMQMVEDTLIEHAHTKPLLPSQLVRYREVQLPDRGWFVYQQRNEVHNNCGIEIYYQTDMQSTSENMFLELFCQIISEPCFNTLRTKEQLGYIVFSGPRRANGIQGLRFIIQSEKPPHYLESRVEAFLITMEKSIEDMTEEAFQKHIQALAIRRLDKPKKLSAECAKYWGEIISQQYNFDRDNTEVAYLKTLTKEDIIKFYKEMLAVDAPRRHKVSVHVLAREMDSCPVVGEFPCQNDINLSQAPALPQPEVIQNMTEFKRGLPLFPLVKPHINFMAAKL
# CHRM5 antagonist: antagonists of human muscarinic M5 receptor (CHRM5). AID 624040. inhibition, % at 3 µM. P08912. actives 0.59% (n = 360,000). CHO-hM5 cells, Fluo-8 calcium fluorescence, ACh EC80;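 active = inhibition above a per-plate cutoff, the mean of that plate's test compounds plus 3 SD, cut at about 27% in these data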;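 note: 0% = acetylcholine EC80 with DMSO and 100% = DMSO without agonist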
# CHRM4 PAM: positive allosteric modulators of human muscarinic M4 receptor; actives 0.4% (n = 360,000); activation, % at 3 µM; AID 624126; P08173; CHO-K1 hM4/Gqi5, Fluo-8 calcium fluorescence, ACh EC20; 0% = ACh EC20, 100% = maximal ACh;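 active = activation above its plate's cutoff, the mean activation of sample wells plus 3 SD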; note: some results filed as inactive read as strong as hits
# CHRM5 PAM: positive allosteric modulators of human muscarinic M5 receptor. CHO-K1 hM5, Fluo-8 calcium, ACh EC20 PAM; 0% = ACh EC20, 100% = ACh EC100. activation, % at 3 µM. P08912. actives 0.3% (n = 360,000);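 active = activation above the run cutoff, the mean activation of all test compounds plus 3 SD, cut at about 18% in these data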
#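 Assay system: CHO-K1 hM5 cells / Incubation: Fluo-8 loading 80 min at 37 °C plus 30 min room temperature / Technique: Fluo-8 calcium dye fluorescence, kinetic read / Repeats: single replicate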
# CRFR2-BP antag: blocks CRF-induced signaling of the CRF-BP/CRF-R2 complex; AID 588475; inhibition, % at 11.8 µM; actives 0.59% (n = 350,000); HEK293 CRF-R2/CRF-BP, CRF-induced calcium fluorescence;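 active = inhibition of the ligand-induced calcium signal above about 50% at the single tested concentration, limit read from the data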
# M5 ag: agonists of human muscarinic M5 receptor (CHRM5); P08912; actives 0.19% (n = 360,000); CHO-K1 hM5 cells, Fluo-8 calcium fluorescence; 0% DMSO wells, 100% maximal acetylcholine response; activation, % at 3 µM;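 active = activation above the run's mean over test compounds plus 3 SD, cut at about 23% in these data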;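 note: signal is peak over basal fluorescence ratio across the kinetic read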
# * hit, by the source's call; · = no result given.
no.	compound	CRFBP-R2 agonist	CHRM4 agonist	M4 antag	IDE cell inh	CHRM5 antagonist	CHRM4 PAM	CHRM5 PAM	CRFR2-BP antag	M5 ag
1	COc1ccc(-n2c(O)c(C=Nc3c(C)n(C)n(-c4ccccc4)c3=O)c(=O)[nH]c2=O)cc1	-0.2	1	-2	-2	0	7	-2	8	-1
2	COC(=O)C1=C(c2ccc(OC)c(OC)c2)C[C@@H]2CC[C@H]1N2C(=O)NCCCOC(C)C	0.8	0	15	-4	15	5	-3	4	-1
3	Cc1ccnc(-n2c(-c3ccccc3)nc3ccccc3c2=O)c1	-0.8	1	-8	5	5	-5	-4	6	0
4	COc1cccc(C(c2nnnn2C2CCCC2)N2CCC3(CC2)C(=O)NCN3c2ccccc2)c1OC (stereo not drawn)	·	12	-5	·	3	-8	-8	·	2
5	O=C(c1cc(F)ccc1F)C1CCCN(Cc2cccc(Cl)c2)C1 (stereo not drawn)	0.5	-2	0	1	3	-12	-7	5	-11
6	O=C(c1ccco1)c1cn(Cc2ccccc2)c2ccccc12	1.5	-2	4	0	3	-2	-10	-1	-3
7	S=P1(Oc2ccccc2)Nc2ccccc2N1	-0.7	1	-5	·	4	0	-1	13	1
8	Cc1cc(C)nc(N2Cc3ccccc3C2=N)n1	-1.2	0	1	2	4	-4	4	4	-9
9	CC1CN=C(NCCc2ccccc2)S1 (stereo not drawn)	5.3	1	-8	-1	-1	-6	2	1	-15
10	CCN(CC)P(=O)(Oc1ccccc1)Oc1ccccc1	-5.9	-2	-8	0	-2	1	5	9	1
11	Cc1cnc(NC(=O)CN2CCCCC2)s1	0.3	0	2	5	12	0	-4	6	-5
12	CC(Cc1ccccc1)N1C(=O)c2ccccc2C1=O (stereo not drawn)	-0.8	-1	-2	1	-5	-5	1	8	-14
13	CC1(C)CC(CCNCc2ccc3c(c2)OCO3)(Cc2ccccc2)CCO1 (stereo not drawn)	-1.7	2	-6	-3	-10	0	6	-43	-2
14	O=C(CNC(=O)c1ccc(Cl)cc1)Nc1ccc(Br)cc1C(=O)c1ccccc1	5.0	-1	4	5	4	-3	3	-64	0
15	Cc1ccc(OCCOc2cccc(C=C3C(=O)NC(=O)NC3=O)c2)cc1	-0.2	0	7	2	-1	0	2	-14	-8
16	O=C(CCN1CCCCC1)Nc1ccc(Cl)cc1C(=O)c1ccccc1	-1.1	3	-6	4	10	-2	1	1	-4
17	C=C1[C@@H](OC(C)=O)[C@]23C[C@@H]1[C@@H](OC(C)=O)CC2[C@]12C4C[C@H]3[C@H]1N(CC)C[C@]4(C)CC[C@@H]2O (stereo partly drawn)	-0.9	1	-9	-4	-1	8	0	3	1
18	CC(C)C/C(=N/O)c1c[nH]c2ccccc12	-3.0	1	17	-1	-3	-1	5	42	-1
19	c1cc2c(cc1NC1=NCCO1)CCCC2	-2.4	1	-8	·	-10	3	-1	-6	-6
20	COC(=O)C1=C(c2ccc(F)cc2OCc2ccccc2)C[C@@H]2CC[C@H]1N2C(=O)N1CCC(C)CC1	-0.8	1	38*	0	15	-16	-35	3	-9
21	CC(C)NS(=O)(=O)c1ccc(OCC(=O)N2CCN(C)CC2)cc1	-0.3	2	-7	1	3	6	-1	2	4
22	Cc1cccc(N2CCN(CCc3ccccc3)CC2)c1C	-4.0	2	-1	-2	-3	1	-1	14	3
23	CC(C)CNC(=O)c1c(N)n(Cc2ccc3c(c2)OCO3)c2nc3ccccc3nc12	2.0	1	5	5	-4	1	14	-16	-3
24	Cc1ccc(N)c(N)c1	2.2	2	1	2	1	2	-3	-12	-1
25	COC(=O)C1=C(c2cccc(OCc3ccccc3)c2)C[C@@H]2CC[C@H]1N2C	0.1	4	3	·	7	-9	-8	-10	-3
26	COc1ccc(C2SCC(=O)Nc3c2c(C)nn3C2CCOC(C)(C)C2)cc1 (stereo not drawn)	-1.1	0	3	3	-7	8	3	-2	-1
27	O=C(CCC(=O)N1CCC2(CC1)OCCO2)Nc1nnc(C2CCCCC2)s1	-0.2	1	4	0	9	-7	-2	-26	-2
28	COc1ccc(-n2c(/C=C3\C(=O)Nc4ccccc43)nc3ccccc3c2=O)cc1	-3.0	2	-5	-2	2	-3	0	12	2
29	COc1ccc(/C=N/N=C(/N)N[N+](=O)[O-])c(OC)c1	0.7	0	6	-1	5	6	6	2	-3
30	O=c1c2ccccc2nc(CNCc2ccco2)n1-c1ccc(F)cc1	0.0	1	-6	-4	-4	-2	6	3	1
31	CN1CCc2c(c(N3CCCCC3)nc3n[nH]c(N)c23)C1	1.0	-1	5	5	-1	-4	1	4	0
32	O=[N+]([O-])c1ccc(C(c2ccc([N+](=O)[O-])cc2)c2ccc([N+](=O)[O-])cc2)cc1	4.2	9	17	·	17	-7	-25	1	-2
33	CC(C)(C)c1ccc(OC(=O)N2CCCCC2)cc1	1.1	2	1	-1	-9	-4	-7	-66	-2
34	COc1ccc(-c2nn(CCC#N)cc2C(=O)NCc2ccccc2)cc1OC	-1.1	2	-3	-1	19	5	4	10	-6
35	CN1C(=O)/C(=C\c2ccc(N3CCCCC3)o2)C(=O)NC1=S	130*	1	-2	9	1	2	-1	-69	1
36	O=c1[nH]c(O)c(C=NCCc2ccccc2)c(=O)[nH]1	0.4	9	3	-3	11	-29	-8	-4	1
37	Cc1cccc(OCC(=O)N2CCN(Cc3ccc4c(c3)OCO4)CC2)c1	-2.1	1	1	4	-3	-2	5	6	-2
38	Cc1cc(N(CCCl)CCCl)ccc1/C=N/N=C(\N)c1cnccn1	0.5	4	-10	0	8	-9	-7	-20	-5
39	O=[N+]([O-])c1cc(F)c(N2CCCCCC2)cc1N1CCNCC1	-2.3	11	-3	1	5	2	-3	-57	-4
40	C[C@]12CC[C@@H](O)C[C@@H]1CC[C@@H]1[C@@H]2CC[C@]2(C)C(=O)[C@H](O)C[C@@H]12	-0.5	2	0	·	1	0	-4	4	2
41	COc1ccc(NC(=O)N2CCC3(CC2)OCCO3)cc1OC	-0.4	1	-9	-6	8	17	1	19	1
42	COC(=O)C1=C(c2ccc(OC(F)(F)F)cc2)C[C@@H]2CC[C@H]1N2C(=O)NC1CC1	0.2	4	6	4	0	4	10	2	3
43	Cc1nc2cc(C(F)(F)F)ccc2n1C1CCN(Cc2nnnn2Cc2cccs2)CC1	12	9	-1	5	9	1	6	-4	1
44	C(=NC1CCCCC1)c1c[nH]c2ccccc12	0.8	1	-7	·	7	7	3	12	0
45	Cc1cccc(C#N)c1	0.5	1	-3	3	3	5	-2	13	1
46	CC(Cc1cnccn1)NCc1c(C(=O)N2CCCCCCC2)nc2ccc(Cl)cn12 (stereo not drawn)	0.4	1	0	-2	8	-4	2	0	-3
47	Fc1ccc(N2CCN(Cc3cc4c(cc3Br)OCO4)CC2)cc1	-1.2	-2	-2	-3	0	-2	-5	3	-1
48	O=C(c1ccc2c(c1)OCO2)C1CCCN(Cc2ccc(F)c(F)c2)C1 (stereo not drawn)	0.0	0	11	3	4	-10	-11	3	-9
49	COc1ccc(C=C2C(=O)NC(=S)NC2=O)cc1	-3.1	0	-2	·	4	-1	-5	-2	4
50	COc1ccc2c(c1)c(C(=O)O)c(C)n2CC(C)C	-3.7	2	1	4	0	-2	0	25	0
51	Oc1ccc2c3c1OC1c4[nH]c5ccccc5c4C[C@@]4(O)C(C2)N(CC2CC2)CC[C@]314 (stereo partly drawn)	0.6	6	-7	0	-1	2	-8	2	6
52	COC(=O)C1=C(c2ccc(OCc3ccccc3)cc2)C[C@@H]2CC[C@H]1N2C(=O)NCCN1CCOCC1	2.7	3	13	0	1	-9	-1	-10	-10
53	C=C(CC1CC(O)[C@]2(C)OC3CC4OC5C[C@]6(C)O[C@]7(C)CCC8OC9C[C@]%10(C)OC%11C(C)=CC(=O)OC%11CC%10OC9C[C@@H](C)C8OC7CC6O[C@]5(C)C/C=C\C4OC3CC2O1)C(=O)O (stereo partly drawn)	1.6	1	-1	1	9	0	-5	-4	4
54	FC(F)(F)/C(=N\P(=S)(N1CCOCC1)N1CCOCC1)N1CCOCC1	-1.7	0	7	0	3	-2	-2	7	1
55	Cc1nn(Cc2ccc(Cl)cc2Cl)c(Cl)c1C(=O)O	-0.1	2	-12	3	-14	21*	11	21	4
56	O=C(Cc1ccccc1)Oc1cccc(N2C(=O)CCC2=O)c1	-1.1	0	1	4	-1	-3	-5	8	5

# Going on with the list:
no.	compound	CRFBP-R2 agonist	CHRM4 agonist	M4 antag	IDE cell inh	CHRM5 antagonist	CHRM4 PAM	CHRM5 PAM	CRFR2-BP antag	M5 ag
57	COc1ccccc1Cn1c(SCC#N)nc2cc(C(=O)N3CCC4(CC3)OCCO4)ccc2c1=O	0.8	4	0	-3	3	-7	-5	5	-3
58	Cc1ccc(S(=O)(=O)N2Cc3cnnn3-c3ccccc3C2C#N)cc1 (stereo not drawn)	-0.2	1	-16	·	-11	4	9	6	1
59	CN1C[C@@H]2C[C@@H](c3cccn3-c3ccccn3)N3CCC[C@@]23C1=O	-0.6	1	-3	7	11	-1	6	-2	-1
60	O=[N+]([O-])c1ccc(NC2CCCC2)c2ccncc12	-1.6	7	-12	-2	19	-9	-16	3	-1
61	C=CC1CN2CCC1CC2c1[nH]c2ccccc2c1CCO (stereo not drawn)	0.0	7	16	-5	13	-9	-8	-10	-2
62	C=C1C(=O)O[C@@H]2C[C@@H](C)[C@@H]3C=CC(=O)[C@@]3(C)[C@@H](O)[C@H]12	4.2	1	1	3	3	-1	0	6	1
63	COc1ccc(OC(=O)N(C)C[C@H]2OCc3cnnn3CCCC(=O)N([C@H](C)CO)C[C@@H]2C)cc1	-0.3	0	-8	·	-12	5	7	-14	0
64	Cc1ccc(C(C)C)c(OCC#CCN2CCCC2)c1	-2.2	0	32*	0	44*	-26	-32	-13	-15
65	CCCCn1c(O)c(C(=O)/C=C/c2ccc3c(c2)OCO3)c(=O)[nH]c1=O	2.3	0	1	3	1	-4	-4	-3	-1
66	Cc1nc(-c2cccc(CN(C)C(=O)Oc3ccc([N+](=O)[O-])cc3)c2)no1	·	8	2	·	9	-8	-12	·	0
67	C[C@@H]1CN([C@H](C)CO)C(=O)CCCn2nncc2CO[C@@H]1CN(C)C(=O)Oc1cccc2ccccc12	-0.2	0	1	·	-5	-3	5	8	0
68	O=C(Cn1c(=S)[nH]c2ccccc2c1=O)N1CCC2(CC1)OCCO2	0.6	2	-3	2	1	-1	-2	13	0
69	Cc1cccc(NC(=O)CSc2nnc([C@@H](N)Cc3c[nH]c4ccccc34)o2)c1C	-0.1	6	-12	5	-1	0	-1	-10	0
70	CC(c1ccccc1)n1cncc1C(=O)N1CCCC1=O (stereo not drawn)	1.4	1	1	8	11	-3	-8	2	-2
71	COC(=O)C1=C(c2cc3ccccc3o2)C[C@@H]2CC[C@H]1N2C(=O)NCCNC(C)=O	0.3	0	9	2	1	-5	3	0	-12
72	CC(=O)Nc1ccc(OC(=O)N(C)c2ccccc2)cc1	-0.8	1	-2	8	2	-1	-2	7	0

# Some of these compounds in order of length of the SMILES, low to high.
no.	compound	CRFBP-R2 agonist	CHRM4 agonist	M4 antag	IDE cell inh	CHRM5 antagonist	CHRM4 PAM	CHRM5 PAM	CRFR2-BP antag	M5 ag
72	CC(=O)Nc1ccc(OC(=O)N(C)c2ccccc2)cc1	-0.8	1	-2	8	2	-1	-2	7	0
71	COC(=O)C1=C(c2cc3ccccc3o2)C[C@@H]2CC[C@H]1N2C(=O)NCCNC(C)=O	0.3	0	9	2	1	-5	3	0	-12
67	C[C@@H]1CN([C@H](C)CO)C(=O)CCCn2nncc2CO[C@@H]1CN(C)C(=O)Oc1cccc2ccccc12	-0.2	0	1	·	-5	-3	5	8	0

# Screens: PubChem BioAssay, several laboratories

# Not all compounds are listed (hit frequency here may not be typical).
